# Screens: PubChem BioAssay, several laboratories
# PolyA inh: polyadenylation inhibitors in yeast reporter cells, primary screen, luminescence, S. cerevisiae | calls only at 12 µM | AID 1875, 2009 | S. cerevisiae SKY197-pL101 polyadenylation reporter, beta-gal luminescence; efflux-impaired pdr1/pdr3 knockout yeast; score 100 = 6 SD above DMSO | 300,000 compounds, 0.02% hits;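 active means lowest replicate activity score at least 50, where 100 means six control SD above control mean; inconclusive means lowest score under 50 but half or more replicates reach 50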;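 further: yeast exposed to compound for 9 h at 30 °C; higher score means more reporter readthrough which indicates perturbed polyadenylation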
# GSK3B inh: human GSK3beta kinase inhibitors, primary screen, biochemical, cell-free homogeneous, HTS. Glycogen synthase kinase-3 beta (Homo sapiens), P49841. GST-GSK3beta kinase, ADP-Glo luminescence, 60 min; hits give low values. activity score (negative = inhibition), % at 10 µM. 300,000 compounds, 0.038% hits;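 active means more than half of replicate wells score below -50%, meaning over 50% inhibition versus plate controls; inconclusive means some replicates but at most half score below -50%; inactive means no replicate scores below -50%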;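 further: 0% = median DMSO wells and -100% = median GW8510 positive control wells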
#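 Assay system: GST-tagged human GSK3beta kinase, cell-free; Input: 1.6 ng GSK3beta; Medium: Tris/MgCl2 kinase buffer; Timing: 60 min enzyme reaction, room temperature; Signal: ADP-Glo luminescence quantifying ADP generated by kinase; Evaluation: score relative to plate controls; Benchmarks: DMSO neutral wells and GW8510 at 20 µM as positive.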
# Dyrk1A ADPGlo: rat Dyrk1A kinase inhibitors, primary screen, biochemical, single point, plate reader; Dual specificity tyrosine-phosphorylation-regulated kinase 1A (Rattus norvegicus), Q63470; ADP-Glo luminescence, NFATc1 peptide; inhibition, % at 12.5 µM; 310,000 compounds, 0.43% hits; AID 504441, 2011; in the data active means inhibition above about 50%;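 further: plate controls were vehicle with enzyme for no effect and no enzyme for full effect; many of its hits are not listed in these tables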
# KCNK9 block: KCNK9 potassium channel inhibitors, primary screen, HEK293 cells, thallium flux; FluxOR thallium flux fluorescence; hits give low values; B-score at 10 µM; Potassium channel subfamily K member 9 (Homo sapiens), Q9NPC2; 310,000 compounds, 1.2% hits;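 active means ratio B-score over 3 SD below the library mean, with starting fluorescence within 5 SD of its mean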;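 further: negative B-score means less thallium flux so channel inhibition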
# HDAC3 inhib: HDAC3 deacetylase inhibitors, primary screen, biochemical, fluorescence, cell-free homogeneous; 320,000 compounds, 0.15% hits; recombinant HDAC3, fluorogenic peptide/trypsin coupled; Histone deacetylase 3 (Homo sapiens), O15379; inhibition, % at 8.3 µM; in the data active means inhibition above about 26%, passing the limit was not always enough; inconclusive means no clear call, values can overlap the other calls
# Target sequence (O15379 whole entry, looked up): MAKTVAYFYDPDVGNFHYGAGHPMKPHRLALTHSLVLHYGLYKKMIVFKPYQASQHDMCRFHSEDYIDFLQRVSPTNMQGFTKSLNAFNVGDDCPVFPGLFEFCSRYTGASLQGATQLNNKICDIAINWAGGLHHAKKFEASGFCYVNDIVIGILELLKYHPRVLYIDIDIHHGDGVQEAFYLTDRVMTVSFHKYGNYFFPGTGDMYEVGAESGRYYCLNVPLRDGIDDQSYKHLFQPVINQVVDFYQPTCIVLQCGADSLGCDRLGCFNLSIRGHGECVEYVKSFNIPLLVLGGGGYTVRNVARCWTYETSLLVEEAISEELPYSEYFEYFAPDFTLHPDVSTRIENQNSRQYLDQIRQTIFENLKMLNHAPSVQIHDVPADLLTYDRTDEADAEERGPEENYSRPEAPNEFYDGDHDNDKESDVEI
# KCNQ1 pot: potentiators or activators of KCNQ1 channel, primary screen, cell-based, thallium flux, high-throughput. 310,000 compounds, 0.35% hits. B-score at 10 µM. Potassium voltage-gated channel subfamily KQT member 1 (Homo sapiens), P51787. CHO-K1 KCNQ1, thallium flux FluxOR fluorescence; hits give high values. AID 2648, 2010;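 active means fluorescence ratio B-score, a plate-corrected score, at least three library SD, with initial intensity B-score within 5 SD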
# Target sequence (P51787 whole entry, looked up): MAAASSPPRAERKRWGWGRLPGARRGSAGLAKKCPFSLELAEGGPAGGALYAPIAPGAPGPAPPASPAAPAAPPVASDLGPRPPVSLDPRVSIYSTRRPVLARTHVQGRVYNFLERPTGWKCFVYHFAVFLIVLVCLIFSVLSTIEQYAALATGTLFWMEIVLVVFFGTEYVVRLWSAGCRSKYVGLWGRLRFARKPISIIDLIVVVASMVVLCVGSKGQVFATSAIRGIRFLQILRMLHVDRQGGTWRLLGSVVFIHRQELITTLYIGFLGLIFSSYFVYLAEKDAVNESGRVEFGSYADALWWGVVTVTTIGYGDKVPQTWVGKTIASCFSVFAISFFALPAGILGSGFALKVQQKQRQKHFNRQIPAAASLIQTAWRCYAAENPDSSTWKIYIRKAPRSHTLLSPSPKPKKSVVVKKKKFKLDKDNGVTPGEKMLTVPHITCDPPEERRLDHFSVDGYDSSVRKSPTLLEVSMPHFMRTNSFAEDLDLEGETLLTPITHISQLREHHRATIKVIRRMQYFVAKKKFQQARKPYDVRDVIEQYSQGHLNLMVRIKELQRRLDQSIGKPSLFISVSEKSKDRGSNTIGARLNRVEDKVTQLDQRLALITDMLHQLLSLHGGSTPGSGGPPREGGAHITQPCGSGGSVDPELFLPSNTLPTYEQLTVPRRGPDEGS
#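 Schedule – 37 °C overnight plating, 90-min dark dye load, 20-min compound pretreatment · System – stable KCNQ1 CHO-K1 line · Probe or stimulus – thallium- and potassium-containing depolarizing buffer · Measured by – kinetic FluxOR fluorescence, 10 s baseline plus 110 s post-stimulus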
# RGS4 pot: RGS4 potentiators or activators, primary screen, cell-based, HEK293 M3R inducible RGS4, calcium flux; 310,000 compounds, 0.92% hits; B-score at 10 µM; carbachol calcium flux Fluo4; hits give low values; AID 463111, 2010;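 active means B-score of the integrated calcium signal more than 4 SD below the library mean, with starting fluorescence not abnormally high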;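 further: negative B-score means reduced calcium response which marks RGS4 activation or potentiation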
#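 Material: M3R-expressing HEK293 line, RGS4 induced by doxycycline | Schedule: Overnight RGS4 induction, 30 min dye load 37 °C, 20 min compound RT | Measured by: Fluo4 fluorescence kinetic imaging of calcium | Read-out: Integrated calcium ratio converted to B score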
# KCNQ1 block: inhibitors of human KCNQ1 channel, primary screen, cell-based, thallium flux, high-throughput. AID 2642, 2010. B-score at 10 µM. CHO-K1 KCNQ1, FluxOR thallium flux fluorescence; hits give high values. 310,000 compounds, 1.3% hits;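 active means compounds whose thallium flux B-score, printed positive for inhibition, exceeds three library SD while starting fluorescence stays within three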;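 further: channel opened by potassium depolarization with thallium stimulus after 20 min compound exposure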
# hERG rescue: hERG rescue from dofetilide block, primary screen, cell-based, CHO-hERG, FluxOR thallium flux, dofetilide IC70; dofetilide IC70 present; AID 1511, 2009; Voltage-gated inwardly rectifying potassium channel KCNH2 (Homo sapiens), Q12809; 310,000 compounds, 0.51% hits; activation (rescue from dofetilide block), less the hit threshold, % at 10 µM;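 active means activation above the mean of controls blocked by dofetilide plus 5 SD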;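 further: thallium influx through hERG after potassium depolarization seen as dye fluorescence rise; in these data hits start at about 4.7%; inactives centre near -7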
# GSK3 alpha inh: blockers of GSK3A enzyme activity – biochemical, luminescence, cell-free homogeneous, HTS, primary screen. 320,000 compounds, 0.1% hits. GSK-3 alpha kinase, ADP-Glo luminescence, 60 min. inhibition, % at 10 µM. Glycogen synthase kinase-3 alpha (Homo sapiens), P49840;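 in the data active means inhibition above about 50%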;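 further: GST-tagged GSK-3 alpha with peptide substrate and 25 µM ATP; 0% = DMSO neutral wells and 100% = GW8510 positive control wells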
# KCNK3 block: human KCNK3 channel inhibitors, primary screen, CHO cells, FluxOR thallium flux, B-score. Potassium channel subfamily K member 3 (Homo sapiens), O14649. FluxOR fluorescence; hits give low values. B-score at 10 µM. 340,000 compounds, 0.84% hits. AID 602410, 2012;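 active means B-score under library mean minus 4 SD, starting fluorescence ratio at most library mean plus 5 SD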;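 further: more negative B-score means stronger inhibition of thallium flux through KCNK3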
# Active calls of the source: *; i = inactive; u = inconclusive; x = not tested or not shown. A portion of the library; rates above refer to the full screens.
SMILES,PolyA inh,GSK3B inh,Dyrk1A ADPGlo,KCNK9 block,HDAC3 inhib,KCNQ1 pot,RGS4 pot,KCNQ1 block,hERG rescue,GSK3 alpha inh,KCNK3 block
CCOC(=O)C1C(=O)CC(C)(O)C(C(=O)OCC)C1c1ccccc1OC (centres undefined),i,-1,6,i,-2,i,i,i,-11,-2,i
COC(=O)c1ccc(N2NC(=O)/C(=C/c3cc(OC)c(OC)c(OC)c3)C2=O)cc1,i,2,-5,i,1,i,i,i,-11,-6,i
O=S(=O)(Nc1ccc(Cl)cn1)c1ccc2c(c1)OCCO2,i,3,-3,i,0,i,i,i,-11,-5,i
COc1ccc2c(Cl)c(C(=O)NCC3CCCO3)sc2c1Cl (centres undefined),i,-4,x,i,1,i,i,i,-10,-1,x
CCC(C)(C)NC(=O)CN(C(=O)CCC(=O)Nc1nccs1)c1cccc(C)c1C,i,1,-2,i,11,i,i,i,-3,2,i
O=C1C(=O)N(CCN2CCOCC2)C(c2ccccn2)/C1=C(/O)c1ccc(Cl)cc1 (centres undefined),i,-2,2,i,u,i,i,i,-5,-3,i
COc1ccc(NC2CCCN(C(=O)C3(C)CCCCC3)C2)cc1OC (centres undefined),i,-1,4,i,-9,i,i,i,-5,1,i
CCc1ccc(NC(=O)Nc2cc(C(=O)NCC3CCCO3)ccc2N2CC3CC(C2)c2cccc(=O)n2C3)cc1 (centres undefined),i,-3,x,i,1,i,i,i,-4,-1,i
O=C(Nc1cc([N+](=O)[O-])ccc1C(=O)NCCN1CCOCC1)c1ccccc1,i,2,12,i,-2,i,i,i,-9,7,i
CCOC(=O)C(CCSC)Nc1nc(Cl)nc(Nc2ccc(Cl)cc2)n1 (centres undefined),i,-1,33,i,-7,i,i,i,-7,2,i
Cc1cc(C)c2nc(N3CCC(C(=O)NCc4cccnc4)CC3)sc2c1,i,-1,-2,i,5,i,i,i,-7,1,i
Cc1cc(N2CCCCC2)nc(SCC(=O)c2ccccc2)n1,i,-7,-9,i,-3,i,i,i,-4,1,i
Cc1ccc(S(=O)(=O)N(CC(=O)N/N=C/c2ccccc2C(=O)O)c2cc(Cl)cc(Cl)c2)cc1,i,1,0,i,4,i,i,i,-5,-5,i
CN(C)S(=O)(=O)c1cccc(NC(=O)COC(=O)CCC(=O)c2cccs2)c1,i,-3,x,i,-2,i,i,i,-18,0,i
Cc1ccc(Cl)cc1N1CCN(S(=O)(=O)c2c(C(=O)N3CCOCC3)c(C)n(C)c2C)CC1,i,0,0,i,-3,i,i,i,-20,-1,i
CCCN1CC(O)=C(C#N)C1=O,i,0,x,i,-3,i,i,i,-9,-2,i
COc1cccc(CN(C)CC(=O)Nc2cccc3ccccc23)c1,i,2,7,i,2,i,i,i,-14,2,i
C#CCOCCOCCOCCNc1nc(N2CCOCC2)nc(N2CCN(C(=O)[C@H]([C@@H](C)CC)n3cc(CCCCN)nn3)CC2)n1,i,0,-5,i,3,i,i,i,-3,-1,i
O=[N+]([O-])c1ccc(-n2cccc2/C=N/Nc2nc(N3CCCCC3)nc(N3CCCCC3)n2)cc1,i,-4,x,i,0,i,i,i,-6,1,x
CNCC/C=C1/c2ccccc2CSc2ccccc21,i,x,1,i,-1,i,-8.6*,i,-7,-22,i
CCCn1c(C(C)Nc2nc(-c3ccc(OC)cc3)cs2)nc2ccccc21 (centres undefined),i,-3,-3,i,-7,i,i,i,-10,-2,i
CN(C)CCCNC(=S)Nc1ccc(Br)cc1,i,2,8,i,0,i,i,i,-10,8,i
O=C(O)CCCC(=O)Nc1cccc(-c2nc3ccccc3[nH]2)c1,i,0,-1,i,-25,i,i,i,-3,1,i
CC(C)(C)NC(=O)c1ccc(COCC(F)(F)F)o1,i,3,-4,i,0,i,i,i,0,-2,i
CC(C)c1ccc(C2=NN(c3ccccc3)C(=O)CC2)cc1,i,1,8,i,8,i,i,i,-5,-2,i
O=C(Cn1cc(C(F)(F)F)ccc1=O)N/N=C/c1ccccc1,i,0,x,i,4,i,i,i,-4,0,i
NNC(=O)CSc1ncc(-c2ccccc2)[nH]1,i,1,x,i,-5,i,i,i,-5,-4,i
COc1ccc(CNC(=O)C2CCN(C(=O)c3cccc(Cl)c3)CC2)cc1,i,1,-6,i,-2,i,i,i,-9,-1,i
CC(=O)N/C(=C/c1ccc(Cl)cc1)C(=O)NCCc1c[nH]c2ccccc12,i,1,5,i,-1,i,i,i,-5,0,i
CCc1nc2cc3sc(CC)nc3cc2s1,i,0,x,i,8,i,i,i,-1,-4,i
Cc1nc2sccn2c1-c1csc(NCc2ccccc2)n1,i,0,6,i,-2,i,i,6*,-21,0,i
CC1(C)Cc2cccc(C(=O)NC3CCN(Cc4ccccc4)CC3)c2O1,i,-9,12,i,u,i,i,i,-10,4,-8.8*
CCc1nn(CC(=O)NCCCN2CCOCC2)c(=O)c2cc3cc(F)ccc3n12,i,0,-8,i,-1,i,i,i,-6,0,i
O=c1cc2ncc(-c3[nH]ncc3[N+](=O)[O-])cn2[nH]1,i,0,8,i,2,i,i,i,-3,4,i
CCN(CC)CCCN(C(=O)c1ccccc1F)c1nc(-c2ccc(OC)cc2)cs1,i,0,15,i,5,i,i,i,-10,2,i
CCN(Cc1ccccc1)C(=O)COC(=O)c1cnc(C)cn1,i,-5,-1,i,2,i,i,i,-19,-2,i
COC(=O)c1ccc(CSc2nnc(Nc3ccc(OC)cc3)s2)o1,i,1,6,i,4,i,i,i,-7,2,i
C[C@@H]1CCC2[C@](C)(CO)[C@@H](O)CC[C@]2(C)[C@@]12CC[C@@](CO)(CC(=O)O)O2 (some centres undefined),i,3,-3,i,13,i,i,i,-1,-1,i
Cc1nnc2sc(SCC(=O)N3CCC(C)CC3)nn2c1=O,i,-1,-2,i,3,i,i,i,-2,-4,i
O=C(CN(Cc1ccco1)C(=O)Cn1nnc(-c2cccs2)n1)NCc1ccccc1,i,1,x,i,14,i,i,i,-4,-2,i
CCOc1ncccc1C(=O)Nc1ccc(F)c(Cl)c1,i,2,-3,i,2,i,i,i,-12,-2,i
O=C(NC1CCCCCC1)C1c2ccccc2C(=O)N1Cc1ccco1 (centres undefined),i,0,1,i,-2,i,i,i,-10,-1,i
O=C(Cc1ccccc1)NCc1n[nH]c(=S)n1-c1ccccc1,i,0,0,i,4,i,i,i,-6,10,i
CC(C(=O)Nc1ccc(F)cc1Cl)N(C)CCOc1ccccc1 (centres undefined),i,1,-1,i,8,i,i,i,-6,-4,i
CCOCCCn1c(=NC(=O)c2ccc(OC)c(OC)c2)c(C#N)cc2c(=O)n3cccc(C)c3nc21,i,0,x,i,-23,i,i,i,-11,-2,x
COC(=O)c1cnn(-c2ccc(C)c(C)c2)c1-n1cccc1,i,-1,9,i,-8,i,i,i,-12,0,i
CC(C)CCC(C(=O)O)C(C)CC(=O)NC1CCCCC1 (centres undefined),i,0,-1,i,1,i,i,i,-9,-1,i
Cn1c(=O)[nH]c(=O)c2c1nc(SCc1ccccc1Cl)n2CC(N)=O,i,-4,-2,i,-5,i,i,i,-4,-2,i
NC(=O)c1cc2cc(Cc3ccccc3Cl)ccc2oc1=O,i,4,4,i,-1,i,i,i,-6,1,i
Cc1cc(C)n(CCn2nc(C)cc2C)n1,x,-3,1,i,7,i,i,i,-3,-2,i

# Additional structures follow:
SMILES,PolyA inh,GSK3B inh,Dyrk1A ADPGlo,KCNK9 block,HDAC3 inhib,KCNQ1 pot,RGS4 pot,KCNQ1 block,hERG rescue,GSK3 alpha inh,KCNK3 block
Cc1ccc(OCC(=O)NNC(=O)c2ccccc2OCc2c(C)noc2C)cc1,i,2,12,i,2,i,i,i,-13,1,-8.7*
COc1cccc(N2C(=O)C3C(C2=O)C3(c2ccccc2)c2ccccc2)c1 (centres undefined),i,3,5,i,13,i,i,i,-11,-1,i
N#Cc1sc2nc(C3CC3)cc(-c3ccc(Cl)cc3)c2c1N,i,-1,1,i,0,i,i,i,-6,2,i
O=C(NNC1CC(c2ccccc2)=NN1C(=O)c1ccccc1)c1ccccc1 (centres undefined),i,-10,3,i,-3,i,i,i,-6,0,i
O=C(CSc1nc2ncccc2[nH]1)Nc1c(F)cc(F)cc1Br,i,1,-8,i,-9,i,i,i,-6,x,i
Cc1cc(N)n2nc(-c3ccc(C(C)(C)C)cc3)cc2n1,i,-5,0,i,2,i,i,i,-9,2,i
CC(=O)c1c(C)c2c(n1CCN(C)C)CCCC2,i,0,8,i,2,i,i,i,1,2,i
COc1ccc(S(=O)(=O)NCCSCc2ccccc2C)cc1Br,i,1,-3,i,6,i,i,i,-10,-2,-8.9*
Cc1ccc(C(=O)COC(=O)CNS(=O)(=O)c2ccccc2)cc1[N+](=O)[O-],i,0,2,i,1,i,i,i,-2,-1,i
CCCC(=O)Nc1cccc(Oc2ccc3c(c2)C(=O)NC3=O)c1,i,-8,-4,i,-4,i,i,i,-7,2,i
Cc1ccc(CN2CCN(Cc3ccccc3)C(CCO)C2)s1 (centres undefined),i,-1,2,i,x,i,i,i,-7,-1,i
